Compound activity: PubChem, National Center for Advancing Translational Sciences (NCATS)
Pf Dd2 inh – Plasmodium falciparum Dd2 growth inhibition; AID 1347417; actives 4.3% (n = 120,000); P. falciparum Dd2 growth, SYBR Green, 72 h; Potency, µM (titrated, usually from 28.9 µM), without a hit: at the top dose activity, negative = inhibition, hits mostly inhibitors; active = well fitted inhibition curve with a large enough effect; inconclusive = small, poorly fitted or top-dose-only effect; inactive = no such curve, though single readings can be large or run the other way;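 note: plate controls were DMSO vehicle for no effect and reference drug for full effect; nearly all actives have a fitted effect of over 65% in size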
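Infected erythrocytes (Dd2, 0.3% parasitemia, 2.5% hematocrit final) are added to compound in RPMI-1640/Albumax II medium, grown 72 h at 37C in low oxygen, then lysed with saponin/Triton-X containing SYBR Green and read by fluorescence.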
* = called active by the depositor; i = inactive; ? = inconclusive; [ ] = dose if it differs, or a comment. Potency is the fitted concentration of half-maximal effect. An excerpt. The share of hits here may be higher or lower than overall.

molecule,Pf Dd2 inh
O=C(CCc1nnn2c1CN(S(=O)(=O)c1ccccc1)CC2)NC1CC1,-9%
Cn1nc(C(=O)N2CCC3(CC2)CC(CO)N(C(=O)c2ccccc2)C3)c2ccccc21 (stereo not drawn),?
CCCOc1ccc(C(=O)N(Cc2ccco2)Cc2ccco2)cc1,24%
Cc1ccc(-n2c(SCC(=O)Nc3ccc4c(c3)OCO4)nc3c([nH]c4ccccc43)c2=O)cc1,10µM*
Cc1cc(O)c(C(c2ccccc2Cl)N2CCN(c3ccccc3)CC2)c(=O)n1Cc1ccco1 (stereo not drawn),93%[activator]
CN(CCCn1ccnc1-c1cnc[nH]1)c1ccccc1,?
COCCN1CCCC2(CCN(C(=O)CCc3ccc(C)cc3)C2)C1=O (stereo not drawn),-4%
CCCCCn1cc2c(c1-c1ccccc1Br)c(=O)n(C)c(=O)n2C,-25%
COc1ccc(S(=O)(=O)c2c(O)c3ccc(C(=O)NCc4ccc(F)cc4)cc3[nH]c2=O)cc1,-17%
COc1ccc(-c2noc([C@@H]3CCCN3C(=O)c3ccc(F)cc3Cl)n2)cc1,i
CCn1c(=O)c2ccnn2c2ccc(C(=O)NC3CCCCC3)cc21,i
O=C(Cc1ccccc1F)N1CCC(CCOc2ccccc2)C1 (stereo not drawn),i
CCCCNC(=O)CCCn1c(=O)c2ccccc2n(Cc2c(C)cc(C)cc2C)c1=O,2%
O=C(O)COCC(=O)N[C@H]1CCN2C(=O)c3cc(-c4ccc5c(c4)OCO5)ccc3NC(=O)[C@H]12,29%
Cc1noc(C)c1CN1CCNc2cnc(OCc3cccnc3)cc2C1,35%[activator][44.1 µM]
COc1ccc(OC)c(CNC(=O)c2nnn3c2COC(c2ccc(F)cc2)C3)c1 (stereo not drawn),?
Cc1ccc(-c2nc(CS(=O)CC(=O)N3CCN(c4cccc(Cl)c4)CC3)c(C)o2)cc1 (stereo not drawn),-27%
CC(=O)Nc1nonc1-c1nnc(SCC(=O)Nc2ccccc2)n1-c1ccccc1,31%[activator][0.594 µM]
CCS(=O)(=O)N1CC(C(=O)NCCc2ccncc2)C2(CCOCC2)C1 (stereo not drawn),10%
Cc1ccc(-c2nnc(Nc3ccc(O)cc3)c3ccccc23)cc1S(=O)(=O)NC(C)(C)CO,?
CCCNc1cc(N2CCC(CCC(=O)NCCN3CCCCCC3)CC2)ncn1,?
CCC[C@H]1CN(C(=O)c2cc(F)ccc2OC)C[C@@H]1N,?
CCCc1ccc(OCC(=O)Nc2sc3c(c2C(=O)OCC)CCC(C(C)(C)C)C3)cc1 (stereo not drawn),-2%
COc1cccc(NC(=O)CN2C(=O)NC3(CCS(=O)(=O)CC3)C2=O)c1,34%[activator]
O=C(c1ccncc1)N1CCC(Cc2noc(-c3ccccc3)n2)C1 (stereo not drawn),i

Among those listed so far, 5 have fluorine.
molecule,Pf Dd2 inh
COc1ccc(S(=O)(=O)c2c(O)c3ccc(C(=O)NCc4ccc(F)cc4)cc3[nH]c2=O)cc1,-17%
COc1ccc(-c2noc([C@@H]3CCCN3C(=O)c3ccc(F)cc3Cl)n2)cc1,i
O=C(Cc1ccccc1F)N1CCC(CCOc2ccccc2)C1 (stereo not drawn),i
COc1ccc(OC)c(CNC(=O)c2nnn3c2COC(c2ccc(F)cc2)C3)c1 (stereo not drawn),?
CCC[C@H]1CN(C(=O)c2cc(F)ccc2OC)C[C@@H]1N,?

The main list resumes, repeating the four entries before the break.
molecule,Pf Dd2 inh
CCC[C@H]1CN(C(=O)c2cc(F)ccc2OC)C[C@@H]1N,?
CCCc1ccc(OCC(=O)Nc2sc3c(c2C(=O)OCC)CCC(C(C)(C)C)C3)cc1 (stereo not drawn),-2%
COc1cccc(NC(=O)CN2C(=O)NC3(CCS(=O)(=O)CC3)C2=O)c1,34%[activator]
O=C(c1ccncc1)N1CCC(Cc2noc(-c3ccccc3)n2)C1 (stereo not drawn),i
CCOc1ccc(NC(=O)c2cc(C)nc3c2c(C)nn3-c2ccc(C)cc2)cc1,24%
CCOC(=O)N1CCc2c(sc3c2C(=O)NC(c2ccc(C(=O)OC)cc2)N3)C1 (stereo not drawn),?
COc1ccc(-c2noc(-c3nc(-c4ccccc4F)no3)n2)cc1OC,22%
Cc1ccc(NC(=O)Cn2c(N3CCC(C)CC3)nc(C)cc2=O)cc1,?
O=C(c1ccoc1)N1CCC(Cc2nc(-c3ccncc3)n[nH]2)C1 (stereo not drawn),i
Cc1ccc(C)c(CNC(=O)CCn2cccn2)c1,?
COc1cc(Cl)ccc1C(=O)N1CCN(c2cc(-c3cccs3)[nH]n2)CC1,i
C[C@H]1[C@@H]2[C@@H](O)[C@H]([C@H](C)C(=O)N3CCOCC3)CC[C@@]2(C)CC[C@@H]1NC(=O)c1cncnc1,-6%
CC(=O)Nc1ccc(C2(C(=O)NCc3ccc(C)cc3)CCC2)cc1,10%
O=C(c1ccccc1F)N1C[C@@H](COCC2CC2)[C@H](c2ccccn2)C1,12%
CC1CCC(NC(=O)CN2C(=O)NC3(CCC(C)CC3)C2=O)CC1 (stereo not drawn),-8%
CCC(Sc1nnc(-c2ccc(F)cc2)c(-c2ccc(F)cc2)n1)C(=O)NC1CCCC1 (stereo not drawn),30%[activator]
COCCC(=O)N1CCCCCC1c1nnc(-c2ccccc2)o1 (stereo not drawn),-6%
Cc1cccc(-c2nocc2CCC(=O)NCc2cccs2)c1,i
COc1ccc(NC(=O)CCn2ccn3nc4c(c3c2=O)CCCC4)cc1OC,?
Cc1cccc(N2CCN(S(=O)(=O)c3csc(C(N)=O)c3)CC2)c1C,-16%
CN(C)C[C@@H]1CN(Cc2ccncc2)C[C@H]1NC(=O)c1ccc2c(c1)OCO2,17%
O=C1c2c(nc(CNCc3ccccc3)n2Cc2ccccc2)NCCN1CC1CC1,?
CC(C)CCNC(=O)N1CCCC(c2noc(COc3ccccc3)n2)C1 (stereo not drawn),?
Cc1cn2nc(C(=O)NCc3ccc(Br)cc3)cc2c(N2CCCC2)n1,-10%
CCOc1ccc(CCNC(=O)CCCc2nnc3n(CCCOC)c(=O)c4sccc4n23)cc1,?
CCOC(=O)c1ccc(NC(=O)CSc2nc(C)c(Cc3ccccc3)c(=O)[nH]2)cc1,26%
COc1ncccc1-c1cnc2n[nH]c(-c3ccccc3)c2n1,?
O=C(N[C@H]1CCOC[C@H]1C1CCOCC1)c1cccc2nccnc12,-5%
COC(=O)c1cc(S(=O)(=O)NCC2CCN(Cc3ccccc3F)CC2)c[nH]1,-16%
COc1ccccc1-c1cc2nc(C)c(CCC(=O)NCCc3cccc(C)c3)c(C)n2n1,?
O=C1N[C@H](CC(=O)N2CCC(c3ccccc3)C2)C(=O)Nc2ccccc21 (stereo partly drawn),?
CC(C)(C)c1ccc(S(=O)(=O)N2CCC(c3ccncc3)CC2)cc1,?
CCOc1ccc(C(=O)N2[C@@H]3CC[C@H]2CC(NC(=O)c2cnc(C)cn2)C3)cc1OCC (stereo partly drawn),-19%
c1ccc2oc([C@H]3CCN(C4CCOCC4)C3)nc2c1,i
CCOc1ccccc1CNC(=O)c1cc2cn(C(C)C)cc2s1,-12%
Cc1ccc(Cn2c(C(=O)O)c(CNCCc3ccco3)c3ccc(C)cc32)cc1,?
O=S(=O)(c1ccc(-c2cc(C(F)(F)F)on2)s1)N1CCN(c2ccc(F)cc2)CC1,58%[activator]
Cc1cc(C)c(S(=O)(=O)NCCn2c(C)cnc2C2CC2)cc1C,11µM*
CN(Cc1ccc(F)cc1)c1ccc2ncc(Nc3cccc(O)c3)n2n1,?
CC(C)C(=O)N[C@@H]1C[C@H](COc2ccc(S(C)(=O)=O)cc2)[C@@H](O)[C@H]1O,10%[44.1 µM]
Cc1cc(C)cc(OCC(=O)Nc2nc3c(s2)CC(C(C)(C)C)CC3)c1 (stereo not drawn),-12%
COc1ccc(CCNC(=O)Cc2c(C)c3cc4c(C(C)(C)C)coc4c(C)c3oc2=O)cc1,15%
Cc1ccccc1CN1CCOc2cc([S+](=O)([O-])N(C)C)ccc2C1,i
CN(Cc1cccc(C(F)(F)F)c1)C(=O)c1ccccc1Cl,?
Cn1c2c(c3cc(F)ccc31)CN(C(=O)Nc1cccc(Cl)c1)CC2,?
Cc1c(NC(=O)c2cc(-c3ccc(Br)cc3)on2)c(=O)n(-c2ccccc2)n1C,i
O=C(CN1C(=O)C(c2ccccc2)=NC12CCCC2)NCc1ccc(F)cc1,i
COCCN1CCC(CN(Cc2ccncc2)C(=O)C2CC23CCCC3)CC1 (stereo not drawn),?
CCCCOc1ccc(S(=O)(=O)NCc2csc(-c3ccc(OC)cc3)n2)cc1,i
CCO[C@H]1CN(C(=O)c2cc(OC)nc3ccccc23)C[C@@H]1O,1%
O=C(c1ccc(C(F)(F)F)cc1)N1CCC([C@@H]2CNC[C@H]2CO)CC1,i
Cc1cccc(NC(=O)C2CCC(CNS(=O)(=O)c3ccc4c(c3)CCCC(=O)N4)CC2)c1C (stereo not drawn),?
Cc1ccc(CN2CCC(C3CCNC3)CC2)nc1 (stereo not drawn),12%
CSc1ccc(CN2C(=O)C3(CCOCC3)CC2c2nnnn2C(C)(C)C)cc1 (stereo not drawn),-13%

(list continues)
molecule,Pf Dd2 inh
Cc1cc(C)n(CC(=O)N2CCC(N3C(=O)C4(CCCCC4)C3c3ccccc3)CC2)n1 (stereo not drawn),?
CCn1c2c(c(=O)n1-c1ccccc1)CCN(CCCc1ccccc1)C2,i
O=C1CO[C@H]2CCN(Cc3ccccn3)CC[C@@H]2N1c1ccccc1,-3%[44.1 µM]
CC(NC(=O)CCNS(=O)(=O)c1cccc2nsnc12)c1ccccc1 (stereo not drawn),24%
CN1CC(=O)N(c2cccnc2)Cc2c(NC3CCC3)ncnc21,10%[44.1 µM]
CC(C)c1noc([C@@H]2C[C@H]3C(=O)NCCCCCCN(C(=O)c4ccsc4)[C@H]3C2)n1,i
O=C1NC(C(=O)Nc2ccc(F)c(F)c2)Cn2cccc21 (stereo not drawn),-18%
COCC(=O)N1CCc2n[nH]c(=O)n2CC1,46%[activator]
CC(C)c1ccc(N2C(=O)N[C@@H]3CCN(C(=O)COc4ccccc4)[C@@H]3C2=O)cc1,-23%[44.1 µM]
Cc1nn(C)c(C)c1S(=O)(=O)N1CCC2(CC1)c1[nH]c3ccccc3c1CCN2C,-22%
CCCN1Cc2cccc(C(=O)Nc3cccc(C(=O)OCC)c3)c2C1=O,2%
COCc1ccc(C(=O)N2CC[C@@H](NC(=O)c3cnccn3)[C@H](O)C2)o1,1%
CCC(=O)N1C(C(=O)NCC2CCCO2)COC12CCC(C)CC2 (stereo not drawn),-6%
CN(Cc1ccccc1)Cc1nc(C2CCOC2)no1 (stereo not drawn),-1%
COc1ccc(CN2C(=O)[C@@H]3C[C@@H](O)CN3C3(CN(Cc4cccs4)C3)C2=O)cc1,i
COc1cccc2c1Oc1nc(-c3ccccc3)nc(SCC(=O)Nc3ccccc3)c1C2,-18%
O=[S+]([O-])(c1cccnc1)c1nnn2c1nc(N1CCC(F)CC1)c1ccccc12,?
COc1ccc(Cc2nc3nccc(-c4cccc(OC)c4)n3n2)cc1,i
COc1cccc(NC(=O)C2CCN(c3cc(C)nc4c(-c5ccc(Cl)cc5)c(C)nn34)CC2)c1,-1%
CCN1C(=O)C2CC3(CCN(C4CCN(C)CC4)CC3)CN2C1=O (stereo not drawn),i
CNC(=O)CCn1ncc2cc(OC3CCc4cccc(-c5cccc(OC)c5)c43)ccc21 (stereo not drawn),?
Cc1ccc(-c2nn3c(=O)cc(CN4CCN(C(=O)/C=C/c5ccccc5)CC4)nc3s2)cc1,3%
O=C(c1cccs1)N1CCCN(c2cc(-c3ccc(F)cc3)[nH]n2)CC1,?
Cc1ccc(C)c(NC(=O)C(CC(C)C)N2Cc3ccccc3C2=O)c1 (stereo not drawn),0%
CC1(c2cccnc2)N(Cc2ccccc2)C(=O)OC12CCN(C(=O)c1cccc(Cl)c1)CC2 (stereo not drawn),?
CC1CCCCC1Nc1ncnc2c1CN(C1CCNCC1)C(=O)CN2C (stereo not drawn),?
Cc1ccc(-n2nc(C)c3c(C)cc(=O)n(CC(=O)Nc4cc(Cl)ccc4C)c32)cc1,8%
COCC(=O)Nc1ccc([C@@H](O)[C@H]2COCC(=O)N2Cc2ccc(C(F)(F)F)cc2)cc1,13µM*
CN(C(=O)CN1C(=O)NC2(CCCCC2)C1=O)C1CCCCC1,-11%
COCc1noc([C@@H]2CN(C(=O)c3cc4ccccc4[nH]3)C[C@H]2C(N)=O)n1,i
CCn1cc(S(=O)(=O)NCC2Cn3cccc3C(=O)N2CCOC)cn1 (stereo not drawn),-10%
CN(CCc1ccccc1)c1cnn(CCCn2cnnn2)c(=O)c1,2%
CN1CCN(C)c2cnc(-c3cnn(Cc4ccccc4)c3)cc2C1,i
CC(C)CC(=O)N1CCC(N2C(=O)C3(CCCC3)C2c2ccccc2)CC1 (stereo not drawn),?
Cn1cc(CN2CCOC[C@H]2c2ncc(-c3ccc(F)cc3F)[nH]2)c2ccccc21,?
